SKN-1 inh = inhibitors of C. elegans SKN-1 | inhibition, % at 21.8 µM | C. elegans VP596 Pgst-4::GFP/RFP ratio, acrylamide-induced, 24 h | AID 624304 | 0.49% of 360,000 active;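 active = interference check ratio from 0.5 to 1.5 plus GFP to RFP signal ratio inhibition reaching or exceeding a fixed threshold, cut at about 30% in these data, passing the limit was not always enough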; also: some compounds called inactive have numbers as strong as hits
LMPTP inh = blocks human LMPTP phosphatase; 0.22% of 360,000 active; recombinant LMPTP-A, OMFP fluorogenic substrate, fluorescence intensity; inhibition, % at 20 µM;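 active = compounds that cut the enzyme signal by at least half of the control window in the single-dose screen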;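 also: plate controls were DMSO wells with enzyme plus substrate for no effect and substrate without enzyme for full effect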
Target sequence (P24666 whole entry, looked up): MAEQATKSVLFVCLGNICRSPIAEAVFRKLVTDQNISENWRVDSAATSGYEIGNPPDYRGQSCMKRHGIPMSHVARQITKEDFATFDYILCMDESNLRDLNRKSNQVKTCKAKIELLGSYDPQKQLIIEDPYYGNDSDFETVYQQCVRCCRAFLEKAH
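Test system: LMPTP-A, protein tyrosine phosphatase of low molecular weight; Input: 0.625 nM enzyme; Incubation: 50 min dark incubation at room temperature; Signal: endpoint fluorescence intensity from OMFP dephosphorylation; Read-out basis: % inhibition versus control wells.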
NRP1-CendR mod = modulators of CendR peptide binding to human neuropilin-1; 0.85% of 360,000 active; FAM-RPARPAR peptide binding to NRP-1, fluorescence polarization; inhibition, % at 25 µM; O14786;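 active = inhibition or corrected inhibition above about 18%, plus a signal ratio from 0.5 to 1.5, limit read from the data, passing the limit was not always enough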; also: strong numbers were not always called active
DNMT1 inh = inhibitors of human DNMT1; P26358; DNMT1 molecular beacon, Hinp1I cleavage, fluorescence; inhibition (reported as % activation of signal), % at 10 µM; 0.83% of 360,000 active; in the data active = inhibition above about 50%
SUMO1-SIM PPI = alters human SUMO1 binding to SIM partners; inhibition, % at 20 µM; AID 602429; 0.33% of 360,000 active; P63165; SUMO1 binding to a labelled peptide, TR-FRET, 1 h; in the data active = inhibition above about 37%
Target sequence (P63165 whole entry, looked up): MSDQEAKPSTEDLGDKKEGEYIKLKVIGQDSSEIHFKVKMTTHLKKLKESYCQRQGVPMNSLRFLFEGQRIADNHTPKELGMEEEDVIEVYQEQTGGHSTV
NadD block = inhibitors of Staphylococcus aureus NadD; inhibition, % at 20 µM; 0.78% of 360,000 active; purified NadD enzyme, colorimetric absorbance read-out; in the data active = inhibition above about 26%; also: some compounds past the cut are filed as inactive
STEP block = inhibitors of human striatal-enriched phosphatase STEP | recombinant STEP, OMFP fluorogenic substrate, fluorescence | AID 588621 | inhibition, % at 20 µM | 0.25% of 360,000 active;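 active = inhibition at 20 µM, scaled per plate between control wells, above about 37%, limit read from the data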;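 also: 0% = DMSO with enzyme and substrate and 100% = substrate only without enzyme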
Target sequence (P54829 whole entry, looked up): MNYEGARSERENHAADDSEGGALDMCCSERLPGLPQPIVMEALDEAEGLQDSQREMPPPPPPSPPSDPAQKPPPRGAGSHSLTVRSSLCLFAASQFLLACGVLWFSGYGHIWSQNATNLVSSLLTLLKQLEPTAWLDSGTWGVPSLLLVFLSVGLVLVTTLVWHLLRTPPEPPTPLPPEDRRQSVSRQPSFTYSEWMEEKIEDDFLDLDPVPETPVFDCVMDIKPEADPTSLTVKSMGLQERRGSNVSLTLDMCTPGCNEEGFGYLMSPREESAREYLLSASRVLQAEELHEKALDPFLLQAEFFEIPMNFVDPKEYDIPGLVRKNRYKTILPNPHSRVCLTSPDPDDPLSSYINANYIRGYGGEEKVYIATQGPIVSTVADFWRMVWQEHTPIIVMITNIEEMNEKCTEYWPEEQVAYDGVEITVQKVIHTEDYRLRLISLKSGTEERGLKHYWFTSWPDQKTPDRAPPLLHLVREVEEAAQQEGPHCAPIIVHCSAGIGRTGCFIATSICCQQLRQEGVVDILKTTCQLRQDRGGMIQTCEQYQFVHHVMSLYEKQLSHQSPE
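System: STEP phosphatase, cell-free reaction; Buffer or medium: Bis-Tris pH 6.0 buffer with DTT, detergent; Incubation: 20 min at room temperature, dark; Measured by: fluorescence, 480/540 nm.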
MT1-MMP act inh = MT1-MMP (human) activation inhibition; GFP/RFP ratio change, % at 20 µM; 0.061% of 360,000 active; HT1080 RFP-PRO-GFP cells, GFP/RFP ratio fluorescence, overnight; percent of plate control window, DMSO zero; AID 651647; P50281;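 active = GFP/RFP ratio change of at least 30% with cell ATP level not reduced by more than half and red fluorescence within 50% of control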; also: strong numbers were not always called active
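Assay system: HT1080 RFP-PRO-GFP cells | Dosing: 20 µM single dose, 1% DMSO | Incubation: Cells overnight before dosing, compound overnight, 37 °C, 5% CO2 | Evaluation: GFP/RFP fluorescence ratio | Control set: DMSO-only wells and HT1080 RFP-L50D-GFP cell wells as references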
Scp-1 inhibitor = blocks human Scp-1 phosphatase activity; Q9GZU7; Recombinant Scp1, phosphopeptide, malachite green phosphate absorbance; inhibition, % at 20 µM; 0.88% of 340,000 active;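 active = inhibition above about 50% at 20 µM, limit read from the data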;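 also: plate controls were DMSO wells with enzyme for no effect and wells lacking enzyme for full effect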
Target sequence (Q9GZU7 76-261 limits assumed): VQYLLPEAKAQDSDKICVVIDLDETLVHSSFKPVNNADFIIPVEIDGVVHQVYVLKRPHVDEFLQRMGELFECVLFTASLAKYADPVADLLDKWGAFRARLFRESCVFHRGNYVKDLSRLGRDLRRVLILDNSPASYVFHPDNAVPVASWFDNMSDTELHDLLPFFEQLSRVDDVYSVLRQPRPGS
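Test system: SCP-1 phosphatase catalytic domain, residues 76-261 | Compound dosing: One concentration, 20 µM, with 1.0% DMSO | Schedule: 45 min room-temperature reaction, 5 min colour, 30 min stabiliser | Detection: Absorbance at 630 nm | Read-out basis: % inhibition of SCP-1 phosphate liberation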
Rpn11 block = Rpn11 (human) deubiquitinase inhibition; 0.59% of 360,000 active; O00487; AID 588493; human 26S proteasome, Ub4-pepOG fluorescence polarization; 20S core pre-blocked with epoxomicin; calls only at 20 µM;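 active = inhibition at 20 µM, scaled to each plate's controls, above about 33%, limit read from the data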
Active calls of the source: *; i = inactive; . = no result given.

SMILES	SKN-1 inh	LMPTP inh	NRP1-CendR mod	DNMT1 inh	SUMO1-SIM PPI	NadD block	STEP block	MT1-MMP act inh	Scp-1 inhibitor	Rpn11 block
COc1cc(C(c2c(C)n(C)n(-c3ccccc3)c2=O)c2c(C)n(C)n(-c3ccccc3)c2=O)cc(Br)c1O	2	-2.1	-2	3	5	14	0	-1	30	i
COc1ccc(CCNC(=O)CSc2nnnn2-c2ccccc2)cc1	5	-0.7	3	4	-1	4	-2	-4	-8	i
O=C(N/N=C/c1cccc(Br)c1)c1ccc(Br)cc1	14	60*	-18	28	-4	-9	21	0	104*	i
COc1cc(-c2nc(CN3CCN(C(=O)c4ccco4)CC3)c(C)o2)ccc1F	-20	-1.6	1	0	4	0	2	4	-2	i
Nc1cc(=O)nc(SCc2ccccc2)n1Cc1ccco1	-5	3.0	-14	5	1	6	6	4	-1	i
CCNC(=O)/C=C1\NC(C)(C)Cc2c1ccc1ccccc21	4	0.2	8	-7	-6	-7	0	-3	-1	i
C=CCn1c(SCc2nc3cc(C(F)(F)F)ccc3c(=O)[nH]2)nc2sc(CC)cc2c1=O	4	1.0	-12	22	16	10	4	-4	-3	i
COc1cc2nc(CN3CCN(S(=O)(=O)c4ccc(C)c(C)c4)CC3)[nH]c(=O)c2cc1OC	14	-0.1	8	2	2	5	-1	-5	5	i
CS(=O)(=O)Nc1ccc(S(=O)(=O)N2CCCCCC2)cc1	-7	-0.1	0	-1	2	-9	-1	3	-7	i
CN(Cc1cccs1)C(=O)c1ccc(S(=O)(=O)NCc2ccco2)cc1	-6	-0.6	-3	4	-3	-7	16	-3	0	i
N#CC(C#N)=C1c2cc(S(N)(=O)=O)ccc2-c2ccc(S(N)(=O)=O)cc21	7	0.0	3	-10	-20	1	-1	-9	6	i
Cc1ccnc(Nc2nc(-c3sc(C)nc3C)cs2)c1	27	2.9	15	-5	-6	-2	1	0	-6	i
CNC(=S)N1CCN=C1Nc1nc(C)cc(C)n1	17	0.1	12	1	11	-3	2	4	-3	i
CCn1c(SCC(=O)Nc2ccc3c(c2)OCCO3)nnc1C(C)C	9	-0.6	-2	3	8	-7	0	4	-4	i
CC(C)Cc1nnc(NC(=O)c2cc3c(s2)CCC3)s1	2	-0.2	-41	11	1	9	0	-4	6	i
CCOC(=O)c1sc(C)c2c(=O)n(CC)nnc12	6	-1.5	2	8	-33	-2	-1	2	12	i
N/C(Cc1cccc2ccccc12)=N\O	-12	-0.4	-5	-15	-3	0	-2	-11	-11	i
Cc1nn(Cc2ccc(Cl)cc2)c(C)c1NC(=O)CSc1nc2c(c(C(F)(F)F)n1)CCc1ccccc1-2	21	2.2	-16	51*	0	9	18	1	6	i
CCOC(=O)c1oc2ccc(/C=N/O)c(Cl)c2c1C	2	-0.3	-10	-7	3	-4	1	1	-3	i
CCOC(=O)c1oc2ccc(CNC(C)(C)C)c(Cl)c2c1C	20	-2.1	-11	11	-3	-2	0	-4	-10	i
Cc1ccc(S(=O)(=O)Nc2cc(-c3nn(C)c(=O)c4ccccc34)ccc2N2CCOCC2)cc1	15	0.9	-11	-6	-2	8	2	3	-8	i
O=C(c1[nH]c(C(F)(F)F)nc1-c1ccccc1)N1CCN(c2ncc(C(F)(F)F)cc2Cl)CC1	3	1.6	5	0	17	5	-3	2	.	i
CC(=C\C(=O)O)/C(=C/c1ccco1)C(=O)O	7	-0.5	-2	8	-4	-2	0	2	19	i
Cn1c(CNC(=O)c2ccc(F)cc2)nc2ccccc21	8	0.4	-4	0	3	1	-1	2	-2	i

Whole records as entered above.
CCOC(=O)c1oc2ccc(/C=N/O)c(Cl)c2c1C reads SKN-1 inh = 2; LMPTP inh = -0.3; NRP1-CendR mod = -10; DNMT1 inh = -7; SUMO1-SIM PPI = 3; NadD block = -4; STEP block = 1; MT1-MMP act inh = 1; Scp-1 inhibitor = -3; Rpn11 block = i
Cc1ccc(S(=O)(=O)Nc2cc(-c3nn(C)c(=O)c4ccccc34)ccc2N2CCOCC2)cc1 reads SKN-1 inh = 15; LMPTP inh = 0.9; NRP1-CendR mod = -11; DNMT1 inh = -6; SUMO1-SIM PPI = -2; NadD block = 8; STEP block = 2; MT1-MMP act inh = 3; Scp-1 inhibitor = -8; Rpn11 block = i
N/C(Cc1cccc2ccccc12)=N\O reads SKN-1 inh = -12; LMPTP inh = -0.4; NRP1-CendR mod = -5; DNMT1 inh = -15; SUMO1-SIM PPI = -3; NadD block = 0; STEP block = -2; MT1-MMP act inh = -11; Scp-1 inhibitor = -11; Rpn11 block = i

Additional compounds.
SMILES	SKN-1 inh	LMPTP inh	NRP1-CendR mod	DNMT1 inh	SUMO1-SIM PPI	NadD block	STEP block	MT1-MMP act inh	Scp-1 inhibitor	Rpn11 block
NC(=O)c1ccc(NC(=O)Nc2ccc3c(c2)OCO3)cc1	-4	-0.7	-5	1	7	-4	-1	1	-2	i
COC(=O)c1ccc(CNCC(O)COc2ccc(-c3ccccc3)cc2)cc1 (stereo not given)	28	3.9	3	1	9	-2	2	6	-1	i
Cc1ccc(NC(=O)c2c([N+](=O)[O-])cnn2C)cc1C	16	-0.9	2	-7	-13	-8	0	-3	0	i
CC1(C)N=C(N)N=C(N)N1c1cccc(CC(=O)Nc2ccccc2)c1	3	-1.0	7	3	-5	-7	17	-3	.	i
CCCCN(C(=O)C1CC(=O)N(c2ccc(OC)cc2OC)C1)c1c(N)n(CC(C)C)c(=O)[nH]c1=O (stereo not given)	14	-0.2	11	0	21	7	0	1	2	i
O=C(NC1CCCCNC1=O)c1ccco1 (stereo not given)	-5	2.6	-1	10	3	-2	-1	-2	-10	i
O=S(=O)(Nc1c(S(=O)(=O)c2ccccc2)c2nc3ccccc3nc2n1C1CCCCC1)c1ccccc1	-13	20	-19	67*	50*	32*	0	-7	4	i
COc1ccc(OC)c(CN2CCN(C(=O)c3ccco3)CC2)c1	5	-1.9	-5	6	4	-1	-7	6	-3	i
COCc1nnc(NC(=O)CSc2ccc(C)cc2)s1	-4	1.0	-7	2	5	4	5	-6	-5	i
COc1ccc(CNC(=O)Cn2nnc(-c3ccc(NC(=O)C4CCCCC4)cc3)n2)cc1	2	1.6	1	20	-1	11	0	3	5	i
N#Cc1c2n(c(=S)n(-c3ccccc3[N+](=O)[O-])c1=O)CCCCC2	-10	-1.6	-7	-2	-18	-8	-2	1	-8	i
CCOC(=O)Cc1csc(NC(=S)NC(=O)c2cccc([N+](=O)[O-])c2)n1	11	0.3	-11	5	-1	-2	-2	3	-11	i
CCOC(=O)c1sc(NC(C)=O)nc1C	-5	-0.2	4	-2	-1	-3	1	1	-4	i
CCOc1cc(/C=N/NC(=O)Cn2nc([N+](=O)[O-])cc2C)cc(Br)c1OCc1ccccc1C	10	2.4	-22	25	0	23	0	8	-11	i
Cc1ccsc1C(=O)NCC(=O)OCc1ccccc1	-21	-0.2	6	0	2	-3	6	-4	-6	i
CCOc1ccc(N2C(=O)Nc3ccccc3C2(O)C(=O)NCc2ccc(C)cc2)cc1 (stereo not given)	2	-1.1	-11	-2	1	-4	2	7	-3	i
O=C(Nc1ccon1)Nc1cccc(Cl)c1Cl	34	-9.3	10	2	-1	-10	-2	0	-13	i
O=C(/C=C/c1c(F)cccc1Cl)c1ccc(F)cc1	21	1.3	4	1	-4	2	-1	-5	-11	i
COc1ccc(-c2cnn3cc(-c4cccc(Cl)c4)cnc23)cc1	11	1.6	14	1	4	-2	-1	5	-10	i
CN1C(=O)CC(N2CCN(CC(N)=O)CC2)C1=O (stereo not given)	-21	-2.4	-4	-1	-3	-5	0	-2	0	i
O=C(COC(=O)c1ccc([N+](=O)[O-])o1)NCc1ccccc1	-3	-1.5	-3	-1	-31	0	-2	0	11	i
S=C(NCc1ccco1)Nc1ccc(Br)cc1Cl	1	1.9	-6	-6	-3	-2	-2	4	-11	i
O=C(COC(=O)CSc1nnc(-c2ccc(Cl)cc2)o1)Nc1cc(Cl)ccc1Cl	2	0.0	-6	-2	-3	2	-2	5	-7	i
O=C(NCCc1cccc(F)c1)/C(=C/c1cccnc1)NC(=O)c1ccccc1	10	-1.8	5	2	-2	2	-1	-2	1	i
CCc1nc2c(OCCC3CCCCC3)cccn2c1N(C=O)Cc1ccc(OC)cc1	29	11	4	1	18	9	4	-13	.	i
Cc1c(NCc2nc3ccccc3[nH]2)c(=O)n(-c2ccccc2)n1C	10	-1.6	-2	-8	-15	6	1	-2	-10	i
COc1cc(/C=N/Nc2ncc(C(F)(F)F)cc2Cl)cc(OC)c1O	8	0.6	-4	1	-3	-5	19	4	-12	i
CC1CCN(C(=O)/C(=C\c2ccccc2F)NC(=O)c2ccccc2)CC1	-12	-0.6	10	0	-7	-3	-1	1	-5	i
Cc1cccc(-n2c(C)cc(C(=S)N3CCOCC3)c2C)c1C	1	0.6	-8	-1	1	0	7	-1	2	i
CCOc1ccc(N2C(=O)c3cccnc3C2Nc2ccc(C)c(C)c2)cc1 (stereo not given)	3	-2.0	-12	-10	1	-162	4	2	-12	i
COc1cc(CNCCc2c[nH]c3ccccc23)ccc1OCc1ccc(F)cc1	-2	-0.9	0	-1	-4	4	4	-4	11	i
Cc1ccc(Cl)c(OCC(=O)OCC(=O)NC2CCCc3ccccc32)c1 (stereo not given)	5	1.3	8	-1	0	-6	1	1	-2	i
COC(=O)c1ccc(S(=O)(=O)N2Cc3ccccc3C2)cc1	-2	1.1	-1	-4	2	-5	3	1	-9	i
CC(OC(=O)Cc1c(F)cccc1Cl)C(=O)NCCC1=CCCCC1 (stereo not given)	0	0.6	0	14	-4	-1	-1	5	-1	i
N#CCC(=O)N/N=C/c1cc([N+](=O)[O-])ccc1N1CCOCC1	-10	-0.7	2	4	-17	1	1	0	11	i
CN(C)/N=C1\CCS(=O)(=O)c2sccc21	-1	-1.6	-2	-5	-3	5	0	5	-2	i
CCOc1ccc(-c2nc(N)ncc2Oc2ccccc2Br)c(O)c1	23	0.6	10	-8	-34	4	-3	-11	3	i
C/C=C/c1ccc(OCCCCN2CC(C)CC(C)C2)c(OC)c1 (stereo not given)	16	-1.4	0	2	-2	-8	0	4	-4	i
O=C(Nc1cccc2ccccc12)NC1CC1	4	-0.5	4	-1	-4	-2	-1	-3	.	i
N#Cc1ccccc1C[C@H](N)C(=O)NC[C@H]1O[C@@H](n2cnc3c(N)ncnc32)[C@H](O)[C@@H]1O	6	-0.5	1	-41	34	1	-2	0	.	i
CC1CN(c2ccc([N+](=O)[O-])cc2C#N)CC(C)O1 (stereo not given)	-5	1.6	9	0	-20	1	-2	8	3	i
Cc1ccc(S(=O)(=O)N2CCN(C(=O)COC(=O)CCOc3ccc(C(C)(C)C)cc3)CC2)cc1	-3	5.6	-6	-4	3	-4	2	6	-5	i

From PubChem BioAssay
